# D2 antagonist: antagonists of human D2 dopamine receptor; P14416; HEK293 TREx D2 cells, calcium flux, dopamine EC80; inhibition, % at 10 µM; 340,000 compounds, 2% hits; AID 485344; in the data active = inhibition above about 30%; also: 0% is about no effect
#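 Read-out: kinetic calcium fluorescence (1 cycle/s) in inducible HEK293 T-REx D2 cells after an EC80 dopamine addition that followed 180 s compound preincubation. Loss of the dopamine response indicates antagonism.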
# D1 potentiator: potentiators of human D1 dopamine receptor. potentiation, % at 10 µM. P21728. 360,000 compounds, 0.036% hits. HEK293 TREx D1 cells, calcium flux, dopamine EC20 potentiation; in the data active = potentiation above about 30%; also: 0% is about no effect
# Target sequence (P21728 whole entry, looked up): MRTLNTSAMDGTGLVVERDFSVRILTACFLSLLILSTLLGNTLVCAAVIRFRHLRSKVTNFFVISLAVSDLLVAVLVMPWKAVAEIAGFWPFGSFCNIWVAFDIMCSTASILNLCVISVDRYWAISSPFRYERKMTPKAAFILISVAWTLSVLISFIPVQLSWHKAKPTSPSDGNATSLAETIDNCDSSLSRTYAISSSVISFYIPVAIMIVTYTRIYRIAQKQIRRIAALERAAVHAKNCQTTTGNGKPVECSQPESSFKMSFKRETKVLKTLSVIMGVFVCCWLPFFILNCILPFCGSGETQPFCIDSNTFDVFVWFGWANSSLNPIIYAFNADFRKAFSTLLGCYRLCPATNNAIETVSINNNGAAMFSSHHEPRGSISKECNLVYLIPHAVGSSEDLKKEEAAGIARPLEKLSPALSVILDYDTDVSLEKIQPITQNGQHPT
# D2 potentiator: D2 dopamine receptor (human) potentiation; P14416; HEK293 T-REx D2, calcium flux, EC20 dopamine potentiation; potentiation, % at 10 µM; 340,000 compounds, 0.34% hits;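 active = potentiation over 3 SD above the plate norm, cut at about 30% in these data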; also: 0% is about no effect
#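 Potentiation of an EC20 dopamine calcium response measured kinetically over 180 s, after a preceding 180 s compound-only read flagging agonists. Cells: inducible Hek293 Trex D2 line, 4000/well, cultured overnight at 30 C before dye loading.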
# TRHR PAM: allosterically enhances the human TRH receptor | P34981 | TRHR cells, fluo-8 calcium fluorescence, EC20 TRH enhancement | enhancement, % at 2 µM | 360,000 compounds, 0.66% hits; in the data active = enhancement above about 30%; also: 0% is about no effect
# Target sequence (P34981 whole entry, looked up): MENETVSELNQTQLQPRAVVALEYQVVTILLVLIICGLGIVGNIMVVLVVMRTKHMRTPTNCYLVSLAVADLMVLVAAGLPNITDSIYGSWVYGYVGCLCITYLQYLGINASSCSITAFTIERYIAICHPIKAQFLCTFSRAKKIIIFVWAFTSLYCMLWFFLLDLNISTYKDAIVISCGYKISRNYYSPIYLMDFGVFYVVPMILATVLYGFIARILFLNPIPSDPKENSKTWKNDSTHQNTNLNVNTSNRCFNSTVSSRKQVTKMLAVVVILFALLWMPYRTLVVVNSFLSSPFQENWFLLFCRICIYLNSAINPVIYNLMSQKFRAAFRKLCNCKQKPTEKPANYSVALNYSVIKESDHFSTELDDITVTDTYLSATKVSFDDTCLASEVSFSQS
#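 Enhancer read-out: after compound pinning and an initial kinetic agonist-mode read, an EC20 of TRH (10 nM final) was injected and fluo-8 calcium signal (Ex 480/Em 530) followed at 1 s/cycle for 100 cycles in TRHR-expressing cells.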
# D1 antag: human D1 dopamine receptor antagonism; P21728; 360,000 compounds, 3.2% hits; activity change, negative = inhibition, % at 10 µM; HEK293 TREx D1 cells, calcium flux, dopamine EC80; stronger effect = lower value; in the data active = activity change below about -30%; also: % is scaled to controls: 0 for no effect and ±100 for the full control effect
#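 Kinetic fluorescence of a calcium dye serves as the read-out. D1-expressing Hek293 Trex cells, induced overnight at 30 C, are exposed to compound for 180 s before an EC80 dopamine addition, then read 180 s further.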
# D2 ag: activates the human D2 dopamine receptor | P14416 | HEK293 T-REx D2 cells, calcium flux agonist mode | activation, % at 2 µM | 340,000 compounds, 0.53% hits;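 active = activation over 3 SD above normal in the single-dose calcium agonist read, cut at about 30% in these data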; also: 0% is about no effect
#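 Tetracycline-induced HEK293 Trex cells with D2 receptor force-coupled to calcium signaling, plated overnight at 30 C and loaded with no-wash calcium dye. Calcium flux read kinetically for 180 s after compound addition; responses flag agonists.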
# RXFP1 antag: blocks the human relaxin receptor RXFP1 | HEK293-RXFP1, relaxin-stimulated cAMP HTRF, 30 min; stronger effect = lower value | activity change, negative = inhibition, % at 57.5 µM | 350,000 compounds, 0.59% hits;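 active = activity change of -60% or lower, but not beyond a set lower limit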; also: % is scaled to controls: 0 for no effect and ±100 for the full control effect
# D1 ag: human D1 receptor agonism | P21728 | HEK293 T-REx D1 cells, calcium flux, agonist mode | activation, % at 2 µM | 360,000 compounds, 1% hits; also: 0% is about no effect
#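 Inducible HEK293 T-REx D1 cells, force-coupled to calcium signalling, were plated at 4000 cells/well with tetracycline and held overnight at 30 C. After no-wash calcium dye loading, compound-evoked calcium rise over 180 s flagged agonists.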
# TRHR agonist: TRH receptor (human) agonism. P34981. TRHR cells, calcium flux fluo-8, FDSS agonist mode. activation, % at 2 µM. 360,000 compounds, 0.18% hits. AID 493084; also: 0% is about no effect
#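 Fluo-8-loaded TRHR cells; 10 s baseline, compound added, kinetic Ca2+ fluorescence read 1/s, agonist mode.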
# Numbers without * were called inactive; / = no result given. Rule as the data show it, unless noted: active = activation above about 30%; inactive = the rest.
SMILES,TRHR agonist,D2 antagonist,D2 potentiator,D2 ag,RXFP1 antag,TRHR PAM,D1 ag,D1 antag,D1 potentiator
CCOC(=O)C1CCCN(S(=O)(=O)c2ccc3c(c2)C(C)(C)C(=O)N3C)C1 (stereo not drawn),-0.6,-11.3,-24.2,-1.3,/,-1.5,1.1,-1.0,0.0
C/C(=C/c1ccccc1)C(=O)N1CCN(c2ccccc2F)CC1,-0.3,-6.9,-5.2,0.1,-12.5,4.3,1.0,16.2,-8.1
O=C(Nc1ccc(F)cc1)c1ccc(CSc2ccccc2)o1,-0.1,-9.0,-9.7,-1.2,-8.3,9.4,5.2,-5.4,-10.0
O=C(Nc1ccccn1)c1ccc2c(c1)OCO2,0.9,14.6,-0.4,2.7,-9.4,0.9,1.2,21.3,-6.2
CC1CN(S(=O)(=O)c2cccc(C(F)(F)F)c2)C(C)N1C(=O)N1CCOCC1 (stereo not drawn),-0.8,-22.6,/,-3.1,-1.4,8.1,1.2,4.7,-8.4
CC1(C)CC(=O)CC(=Nc2ccc(C(=O)O)cc2)C1,0.8,-3.7,-1.1,0.4,-30.3,4.8,2.8,-5.2,-3.9
CCc1nnc(NC(=O)CSc2nnc3ncccn23)s1,-0.2,-6.5,-2.1,-0.5,8.9,2.2,0.8,-3.8,1.1
O=C(Nc1cccc(NC(=O)c2ccc(-c3ccc(Br)cc3)o2)c1)c1ccccc1,0.0,-10.3,3.5,-1.9,-3.9,1.1,0.4,-5.7,-2.4
CS(=O)(=O)N(CC(=O)NCCSc1ccccc1)c1cc(C(F)(F)F)ccc1Cl,-0.3,/,-7.1,-0.5,/,-3.2,5.5,-6.2,-0.1
CC1CCN(C2=NC(=O)/C(=C/c3cn[nH]c3-c3ccccc3)S2)CC1,0.4,1.0,-2.8,1.8,-3.6,-3.0,-0.9,-9.1,4.3
CCc1nnc(NS(=O)(=O)c2ccc(NC(=O)c3cccc(OC)c3)cc2)s1,1.4,-26.1,22.8,1.7,-17.7,11.4,3.9,-15.3,2.7
CC1(C(=O)NNC(=O)c2ccc(=O)oc2)CC1Br (stereo not drawn),0.1,-7.0,-1.7,1.5,-11.4,13.4,6.3,3.8,3.4
O=C(NCc1ccccn1)c1cc2ccccn2n1,-0.1,8.8,2.7,-0.5,8.4,-3.4,2.4,-2.1,-6.1
CN1CCN(CC(=O)n2c3c(c4ccccc42)CCCC3)CC1,0.7,12.8,0.3,-0.3,16.4,7.0,4.5,6.8,0.1
Cc1ccc2cc3cc(C(=O)N4CCN(c5ccccc5)CC4)oc3nc2c1,0.0,/,-15.0,0.6,2.8,-3.1,-0.4,9.6,-1.4
CCC(=O)Nc1ccc(S(=O)(=O)N2CCC(c3nc4ccccc4[nH]3)CC2)cc1,0.1,-17.3,-6.6,-0.5,-4.2,-8.3,11.1,-8.4,-10.4
C/C(=N\NC(=S)NCc1ccccc1)c1cccc(Br)c1,1.0,-23.1,0.4,5.7,-17.6,16.0,5.5,/,-5.4
O=C1c2ccccc2C(=O)N1CCOc1cccc(Br)c1,0.4,-5.1,-3.1,-0.2,-10.7,-3.3,12.4,2.5,-4.9
Fc1cccc(/C=N/Nc2nccnc2Cl)c1,-0.3,-10.8,1.0,0.0,/,-3.2,4.0,-10.8,-6.0
O=C(Cc1ccc(F)cc1)c1ccc(O)cc1O,0.1,9.1,-0.2,-0.2,-11.5,-5.3,2.7,-0.3,-7.5
CCN(CC)CCCNC(=O)c1cc(-c2ccc3c(c2)OCO3)on1,-0.8,-18.0,3.6,-1.4,25.0,3.0,3.9,2.8,-3.8
CC[C@H](C)[C@@H](NC(=O)O[C@@H]1C(=O)c2cc(Br)ccc2O[C@H]1c1cccc(OC)c1)C(=O)OC,-0.1,9.1,4.9,-1.1,/,-3.9,-3.0,-7.1,-0.7
CCOC(=O)c1ccc(NC(=O)Nc2cc(C)on2)cc1,-0.6,0.9,0.9,-0.2,1.9,2.8,27.1,-31.8*,-3.9
CCN1/C(=C2\C(=O)N(C)C(=S)N2C)C=Cc2cc(OC)ccc21,0.3,-3.9,10.5,10.5,-8.0,3.8,-1.0,1.6,-0.4
COC(=O)c1ccc(NC(=O)COC(=O)c2nc3nccc(C)n3n2)cc1,0.8,-0.1,-0.9,-0.1,-11.8,32.5*,3.5,-35.0*,-2.2
c1ccc(C2=NNC(=NC3CC3)SC2)cc1,0.1,1.1,3.1,0.3,-6.2,-8.1,1.4,7.6,5.4
COc1cccc(NC(=S)N(CCCN2CCCC(C)C2)Cc2cccs2)c1 (stereo not drawn),0.1,59.1*,-28.4,2.5,-23.3,4.5,3.4,-13.3,-0.7
CC(C)CCN(CCC(C)C)C(=O)Cc1c(O)c2ccccc2[nH]c1=O,0.1,5.0,2.3,0.2,2.4,-3.9,1.3,1.8,-6.2
Cc1ccc(NC(=O)CN(C)S(=O)(=O)c2ccc3[nH]c(=O)oc3c2)c(C)c1,-0.1,-3.1,0.5,0.6,-4.5,19.6,2.3,-3.7,-2.6
Cc1cc(C(=O)Nc2ccccc2C(F)(F)F)no1,1.1,7.4,10.9,-0.5,29.4,-2.7,1.1,4.8,-1.4

# Fetched by structure from the list above, four records:
SMILES,TRHR agonist,D2 antagonist,D2 potentiator,D2 ag,RXFP1 antag,TRHR PAM,D1 ag,D1 antag,D1 potentiator
CCOC(=O)c1ccc(NC(=O)Nc2cc(C)on2)cc1,-0.6,0.9,0.9,-0.2,1.9,2.8,27.1,-31.8*,-3.9
COC(=O)c1ccc(NC(=O)COC(=O)c2nc3nccc(C)n3n2)cc1,0.8,-0.1,-0.9,-0.1,-11.8,32.5*,3.5,-35.0*,-2.2
COc1cccc(NC(=S)N(CCCN2CCCC(C)C2)Cc2cccs2)c1 (stereo not drawn),0.1,59.1*,-28.4,2.5,-23.3,4.5,3.4,-13.3,-0.7
Cc1cc(C(=O)Nc2ccccc2C(F)(F)F)no1,1.1,7.4,10.9,-0.5,29.4,-2.7,1.1,4.8,-1.4

# The list goes on:
SMILES,TRHR agonist,D2 antagonist,D2 potentiator,D2 ag,RXFP1 antag,TRHR PAM,D1 ag,D1 antag,D1 potentiator
COc1ccc(N2CCN(Cc3cccn3-c3nnc(N4CCN(C5CCCCC5)CC4)s3)CC2)cc1,-0.9,/,-4.2,-0.5,/,-17.7,1.4,0.6,-3.0
Cc1cccc(N2CCN(Cc3c(C)n(C)n(-c4ccccc4)c3=O)CC2)c1C,-1.4,41.2*,/,2.0,-9.8,-4.4,1.9,-2.0,-4.3
CN(CC(=O)Nc1ccc(F)c(F)c1)S(=O)(=O)c1cccs1,-0.3,-1.3,-13.1,0.3,-3.1,-2.5,1.8,1.6,-2.5
CCOc1ccc(CCNC(=O)c2cc3c(=O)n(C)c4ccccc4c3n2C)cc1,0.1,/,6.6,/,/,4.9,1.7,-46.8*,-0.6
Cc1csc(SCC(=O)Nc2cccc(C)c2C)n1,0.4,-9.1,-4.6,0.0,3.9,-3.9,2.5,0.6,3.4
CC(C)Oc1ccc(CNC(=O)C2CCCN(S(=O)(=O)c3ccc4c(ccn4C)c3)C2)cc1 (stereo not drawn),0.2,/,-4.0,0.2,-8.4,1.8,6.3,-10.5,-4.7
O=C(c1ccco1)N1CCN(S(=O)(=O)c2ccc(S(=O)(=O)NC3CC3)cc2)CC1,0.4,6.4,-6.3,0.4,-18.0,-5.7,0.9,9.3,-7.5
Cc1ccccc1NC(=O)CC1SC(=Nc2ccc(O)cc2)NC1=O (stereo not drawn),0.5,14.1,-13.6,2.6,-24.8,0.9,4.5,-9.6,-1.6
Cc1ccccc1NC(=O)C1CCN(C(=O)NC2CCCCC2)CC1,0.5,-9.7,/,1.1,-0.1,5.9,-1.2,-6.8,5.5
CN(C)CCCN(C(=O)c1ccc(S(=O)(=O)N(C)C)cc1)c1nc2cc3c(cc2s1)OCO3,1.1,/,8.0,/,-1.8,7.2,2.1,-23.7,-1.4
CSCCC(NC(=O)C1CCC(C)CC1)C(=O)NCc1ccco1 (stereo not drawn),-0.4,/,/,/,-3.8,8.9,-0.3,-18.3,2.4
Cc1cccc(CSCc2ccc(C(=O)NC3CCCC3)o2)c1,0.0,-10.5,0.4,0.1,6.3,-3.7,17.1,-45.6*,-12.3
Cc1nc2ncnn2c(C)c1Cc1cccc(F)c1,-1.0,2.8,8.6,-0.2,2.3,-5.1,2.0,0.6,-5.2
Cc1cccc(Cn2c(-c3ccc[nH]c3=O)nc3ccccc32)c1,0.7,-49.2,2.3,0.9,5.6,-4.7,2.6,0.9,5.2
COc1ccc([C@H]2[C@H]3C=CC[C@@H](C)[C@@H]3C(=O)N2Cc2ccccc2)cc1Cl,-0.4,2.0,4.9,0.8,/,-1.4,2.0,10.7,2.2
COC(=O)CC(c1ccc(OC)c(OC)c1)c1ccc(OC)c(OC)c1,-1.6,-2.9,-5.4,1.0,-3.3,1.7,2.1,10.1,6.5
Cc1ccc(Oc2ccccc2NC(=O)CSCC(=O)Nc2cc(C)on2)cc1,-0.3,-3.6,-1.2,-0.3,-7.0,25.0,24.1,0.0,0.3
CCc1ccccc1N(CC(=O)NC1CCCCC1)C(=O)CCCC(=O)Nc1ccccn1,-0.2,-23.3,-5.7,0.2,-1.6,18.4,1.4,-14.3,-8.2
COc1ccc2nc(NC(=O)CSc3n[nH]c(N)n3)sc2c1,-0.4,/,/,/,24.1,-1.5,1.7,-2.1,-5.1
COc1ccc(S(=O)(=O)NCCCCCC(=O)O)cc1C(=O)O,-1.9,9.3,-0.5,0.0,-1.5,1.2,-1.5,0.5,-3.4
CCOc1ccc2[nH]c(O)c(NC(C)=O)c2c1,0.0,5.9,-0.5,-0.2,-8.5,1.5,-3.2,1.3,-0.1
CC1CCN(CC(=O)Nc2ccc(Br)cc2[N+](=O)[O-])CC1,0.0,2.2,5.3,-1.9,-19.3,-2.5,-2.1,/,4.2
CCOC(=O)C1=C(O)/C(=C/c2cc(C)n(-c3ccccc3)c2C)N=C1C,0.8,-5.0,-3.6,0.5,-3.8,43.5*,1.6,1.7,-8.7
CN(C)S(=O)(=O)c1cccc(-c2cn3ccccc3n2)c1,0.7,-13.1,4.5,0.9,-4.1,13.5,3.0,-8.5,4.7
Cc1ccc2onc(CC(=O)Nc3cc(F)ccc3F)c2c1,-0.1,/,9.4,0.4,2.6,-6.4,-1.4,-81.3*,-3.0
COc1ccc(/C=C/C(=O)Nc2ccc(-c3nnc4n3CCCCC4)cc2)c(OC)c1,-0.3,-7.5,20.2,-1.5,0.4,34.6*,3.4,-16.0,9.1
N#Cc1ccccc1Cn1c(=O)n(CCCC(=O)NCc2ccccc2Cl)c(=O)c2ccccc21,-0.4,/,-7.5,0.9,4.4,3.3,-1.3,-7.5,-3.3
Cn1c(C(=O)N2CCCC(C(=O)NCCCSC3CCCCC3)C2)cc2sccc21 (stereo not drawn),-0.6,-3.2,-4.7,-0.5,-16.4,-3.7,7.2,-15.6,-9.9

# Screening results: PubChem, National Center for Advancing Translational Sciences (NCATS)
